From PubChem
RPL19A-GFP yeast: alters RPL19A-GFP fluorescence in TOR pathway yeast screen | 330,000 compounds, 0.3% hits | percent response vs DMSO, % at 10 µM | S. cerevisiae RPL19A-GFP strain, flow cytometry, 3 h; active compounds read low;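 active = percent response vs DMSO below 50%; inconclusive = fewer than 70 events counted for the yeast strain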;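 note: median channel GFP fluorescence of the barcoded RPL19A-GFP strain; ratio of sample median GFP to plate DMSO average so 100% = DMSO; lower means less RPL19A-GFP as with rapamycin TOR inhibition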
Efflux pump inh: antifungal efflux pump inhibition, Nile Red retention | S. cerevisiae Candida pump triplex | inhibition, % at 10 µM | 330,000 compounds, 0.44% hits;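 active = plate passing quality check with inhibition over a set limit, or well fluorescence over plate mean plus 4 SD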;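 note: Nile Red retained in pooled yeast measured as flow cytometry median fluorescence; 0% = buffer negative control and 100% = Enniatin B positive control; higher means more Nile Red kept so more efflux inhibition; some compounds called inactive have numbers as strong as hits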
CR mimetic SO: lowers age-related superoxide in aged yeast cells | S. cerevisiae aged cells, superoxide DHE fluorescence; active compounds read low | 330,000 compounds, 0.18% hits | superoxide response (% of plate mean), % at 10 µM;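 active = superoxide response under a set limit, about three screen SD below normal, cut at about 65% in these data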;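 note: yeast aged for seven days with compound at 30 °C before DHE staining; 100% = average MFI of all compound-treated wells on the plate with controls excluded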
LAP4-GFP MLPCN: modulators of TOR pathway LAP4-GFP in S. cerevisiae; S. cerevisiae LAP4-GFP multiplex, flow cytometry GFP, 3 h; median GFP as percent of DMSO wells; GFP response vs DMSO, % at 10 µM; 320,000 compounds, 0.34% hits;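 active = GFP response vs DMSO above a set limit, about the screen mean plus 3 SD, cut at about 150% in these data; inconclusive = under 70 cell events counted for the yeast strain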
AHR activator: activates the human aryl hydrocarbon receptor | P35869 | AID 2796 | activation, % at 5 µM | 320,000 compounds, 2.5% hits | AHR-responsive luciferase reporter cells, luminescence; in the data active = activation above about 47%;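 note: 0% = vehicle wells and 100% = reference agonist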
Target sequence (P35869 whole entry, looked up): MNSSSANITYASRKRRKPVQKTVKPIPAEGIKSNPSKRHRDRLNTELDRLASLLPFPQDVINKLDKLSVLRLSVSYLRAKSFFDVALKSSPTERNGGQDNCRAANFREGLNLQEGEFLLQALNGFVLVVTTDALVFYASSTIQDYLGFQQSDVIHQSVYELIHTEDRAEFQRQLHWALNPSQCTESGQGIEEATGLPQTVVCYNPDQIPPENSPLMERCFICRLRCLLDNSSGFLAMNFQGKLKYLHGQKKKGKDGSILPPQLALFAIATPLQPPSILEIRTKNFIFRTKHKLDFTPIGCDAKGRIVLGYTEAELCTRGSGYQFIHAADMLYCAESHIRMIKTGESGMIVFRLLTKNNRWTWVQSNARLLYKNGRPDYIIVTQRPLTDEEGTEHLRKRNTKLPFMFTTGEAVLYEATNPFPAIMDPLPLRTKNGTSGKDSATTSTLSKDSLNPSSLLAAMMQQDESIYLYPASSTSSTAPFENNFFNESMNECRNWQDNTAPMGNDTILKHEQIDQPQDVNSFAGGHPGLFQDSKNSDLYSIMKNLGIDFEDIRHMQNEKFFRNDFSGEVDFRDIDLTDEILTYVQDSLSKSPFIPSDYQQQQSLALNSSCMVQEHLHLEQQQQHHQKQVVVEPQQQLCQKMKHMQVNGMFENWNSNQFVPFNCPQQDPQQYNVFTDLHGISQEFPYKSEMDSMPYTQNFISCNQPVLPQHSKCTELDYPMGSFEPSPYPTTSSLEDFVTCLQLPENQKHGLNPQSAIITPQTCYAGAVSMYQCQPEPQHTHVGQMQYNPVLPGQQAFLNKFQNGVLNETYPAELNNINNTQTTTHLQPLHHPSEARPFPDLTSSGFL
AGP1-GFP MLPCN: alters AGP1-GFP fluorescence in TOR pathway yeast screen; S. cerevisiae AGP1-GFP multiplex flow cytometry, 3 h; GFP as percent of DMSO wells; GFP response vs DMSO, % at 10 µM; 320,000 compounds, 0.02% hits;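 active = GFP response relative to DMSO above a set limit, near screen average plus 3 SD, cut at about 150% in these data; inconclusive = fewer than 70 cells counted for the yeast strain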;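 note: median GFP channel fluorescence of the gated AGP1 strain per well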
CIT2 TOR yeast: yeast TOR pathway CIT2-GFP modulation. S. cerevisiae CIT2-GFP strain, flow cytometry, 3 h; 100 means same as DMSO wells. GFP response vs DMSO, % at 10 µM. 320,000 compounds, 0.065% hits. AID 2029;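 active = GFP response relative to DMSO above a set limit, near the screen mean plus 3 SD, cut at about 150% in these data; inconclusive = Fewer than 70 cells measured for a yeast strain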;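 note: ratio of well median GFP fluorescence to mean of DMSO wells on the plate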
MEP2-GFP yeast: alters MEP2-GFP fluorescence in TOR pathway yeast screen; S. cerevisiae MEP2-GFP strain, flow cytometry GFP, 3 h; 100% = DMSO control level; GFP response vs DMSO, % at 10 µM; 330,000 compounds, 0.51% hits; AID 2016;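 active = GFP response versus DMSO above a set limit, roughly screen mean plus 3 SD, cut at about 180% in these data; inconclusive = fewer than 70 cells counted for a yeast strain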;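 note: median GFP fluorescence of the barcode-gated MEP2-GFP cells per well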
Starred values were filed as active, the others as inactive; i = inactive; ? = inconclusive; . = not tested or not shown; [ ] = remark or other dose.

SMILES	RPL19A-GFP yeast	Efflux pump inh	CR mimetic SO	LAP4-GFP MLPCN	AHR activator	AGP1-GFP MLPCN	CIT2 TOR yeast	MEP2-GFP yeast
COc1ccc(-n2nc(C(=O)NCC(=O)N3CCN(c4ccccn4)CC3)c3ccccc3c2=O)cc1Cl	102	0.4	105	90	-2	93	95	96
O=C(CN(CCc1ccccc1)C(=O)CN1C(=O)COc2ccccc21)NCc1ccco1	98	-0.1	96	102	7	112	109	104
COc1ccc(C2C(C#N)=C(N)Oc3c2c(-c2ccccc2)nn3-c2ccccc2)c(OC)c1OC (stereo not drawn)	108	-1.0	106	108	-4	104	90	139
COc1cc(OC)cc(C(=O)N2CCCC(c3nc(-c4ccc(C)o4)no3)C2)c1 (stereo not drawn)	97	0.0	103	99	-1	92	87	100
COc1ccc(CCNC(=O)CCc2cn(C)c3ccccc23)c(OC)c1OC	103	0.0	93	102	3	98	100	111
NS(=O)(=O)c1ccc(NCc2ccccc2OCc2ccc(F)cc2)cc1	99	-0.1	82	108	26	108	109	106
CCCCSCc1nc2ccccn2c1Br	99	-0.1	82	110	8	95	97	99
CCOC(=O)c1ccc(NC(=S)Nc2ccc3[nH]c(=O)[nH]c3c2)cc1	113	0.1	99	109	-1	105	110	120
NNC(=O)c1csc(-c2ncc(C(F)(F)F)cc2Cl)n1	94	-0.1	i	122	17	105	101	98
COc1ccccc1C(=O)N1CCNC(=O)C1CC(=O)Nc1ccc(Cl)cc1 (stereo not drawn)	101	0.0	103	97	2	103	105	97
CCOCCOC(=O)C(C)Oc1ccc(Oc2ncc(Cl)cc2Cl)cc1 (stereo not drawn)	97	0.0	111	100	15	103	105	99
O=C(O)C1Sc2[nH]c(=O)sc2C2c3ccc(O)cc3OC(=O)C12 (stereo not drawn)	103	0.1	104	101	1	106	111	106
CCOC(=O)CN1c2ccccc2NC(=O)CC1C (stereo not drawn)	99	-0.1	103	99	2	104	106	100
CCOc1ccc(C(=O)NC(Cc2ccccc2)C(=O)OC)cc1 (stereo not drawn)	101	-0.1	109	95	0	101	105	103
COc1ccccc1/C=C/CN1CCN(Cc2ccc(F)cc2)C(CCO)C1 (stereo not drawn)	100	-0.2	88	96	1	97	94	99
CN1C(=O)NC(NC(=O)c2ccco2)(C(F)(F)F)C1=O (stereo not drawn)	102	-0.2	94	107	1	98	100	105
COc1ccc(NC(=O)c2cnc3sccn3c2=O)cc1	102	-0.4	103	112	42	102	104	108
CC(C)(CCC(=S)N1CCOCC1)C1CCCCC1	98	-0.1	100	95	3	101	102	99
O=C(NCc1nc2ccccc2[nH]1)C1=C[C@@H](c2ccccc2)C[C@@H](OCCCCO)O1	99	0.0	100	99	57*	100	99	102
CC1(C)CC(=O)C=C(c2ccc(I)cc2)C1	97	0.2	93	109	-4	93	91	102
CC(C(=O)Nc1ccc(S(N)(=O)=O)cc1)N1CCc2ccccc21 (stereo not drawn)	104	-0.1	103	103	13	99	92	116
Cc1sc2nc(CN3CCOCC3)nc(NS(=O)(=O)c3ccc4c(c3)OCCO4)c2c1C	98	-0.1	99	106	2	107	104	92
Cc1ccc(S(=O)(=O)N2CCCCC2)cc1NC(=O)c1ccccc1Cl	100	-0.1	77	100	1	103	111	101
O=C(CN1C(=O)C(=O)c2ccccc21)OCN1C(=O)c2ccccc2C1=O	95	-0.1	102	101	2	92	93	97
c1ccc2c(c1)CC(N1CCCCC1)c1ccccc1S2 (stereo not drawn)	100	0.0	95	98	3	106	95	98
CN(C)C(CNc1ccc(C(F)(F)F)cc1[N+](=O)[O-])c1ccccc1 (stereo not drawn)	98	0.2	98	92	23	96	101	101
COc1ccc(Cn2nnnc2C(C(C)C)N2CCc3ccccc32)cc1 (stereo not drawn)	118	0.1	94	79	2	80	71	92
Cc1cccc(C)c1NC(=O)COC(=O)c1ccc2c(c1)OCO2	102	0.0	110	89	0	95	102	103
c1ccc(-n2ncc3c(NCCN4CCCCC4)ncnc32)cc1	99	0.4	89	86	10	90	83	90
O=C(COC(=O)c1cccc(O)c1)Nc1ccc(N2CCOCC2)cc1	97	0.0	99	106	-1	100	89	98
Cc1ccc2c(c1)c(Sc1ccccc1)c(CC(=O)O)n2C	92	-0.1	114	105	14	91	80	95
C=CCNC(=O)c1onc(CSc2ccncc2)c1C(=O)NCC=C	97	0.1	97	97	27	97	91	105
O=[N+]([O-])c1ccc2c(c1)nc1n2CCN(CC2CCCO2)C1 (stereo not drawn)	103	-0.2	124	97	2	104	108	106
O=C(Nc1ccc(OC(F)F)c(Cl)c1)[C@@H]1CCCN1C(=O)c1cccs1	96	-0.1	84	98	1	93	92	93
Cc1ccc(S(=O)(=O)N2CCN(Cc3nc4sc(C)c(C)c4c(=O)[nH]3)CC2)cc1	100	-0.1	112	101	-1	104	106	103
O=C(COC(=O)COc1ccccc1F)Nc1ccc2c(c1)OCO2	96	0.2	112	93	1	89	102	101
O=C(O)c1ccc(NC(=S)NC(NC(=O)c2ccco2)C(Cl)(Cl)Cl)cc1 (stereo not drawn)	100	0.0	99	92	1	86	87	90
COC(=O)C(C)Oc1ccc(Cc2ncc(C(F)(F)F)cc2Cl)cc1 (stereo not drawn)	96	-0.1	94	98	3	98	104	101
Cc1cc(C)cc(OCC(=O)N/N=C/c2ccncc2)c1	101	-0.5	95	100	25	99	97	99
COc1cc(C(=O)Nc2ccc3c(c2)OCCO3)ccc1OC(F)F	102	0.1	109	113	30	96	101	107
CCc1cc(=O)oc2cc(C)cc(OCC(=O)NCc3ccccn3)c12	103	0.0	96	119	9	117	112	107
COc1ccc(Nc2nc(NN)nc(C)c2[N+](=O)[O-])cc1	98	-0.2	105	103	17	98	106	100
COc1ccc(N(CC(=O)NCc2ccc(F)cc2)C(=O)Cn2nnc(-c3ccc(C)o3)n2)cc1OC	90	-0.3	95	82	1	90	93	96
Cc1c(N(CC(=O)O)S(=O)(=O)c2ccccc2)c(=O)n(-c2ccccc2)n1C	97	-0.1	96	111	-2	102	99	98
O=C(CNC(=O)CNC(=O)c1ccc(Cl)cc1Cl)NCc1cccc(Cl)c1	101	-0.1	99	105	2	103	105	108
O=C(C1COc2ccccc2O1)N1CCN(Cc2ccc(Br)cc2F)CC1 (stereo not drawn)	94	0.2	76	100	-3	99	104	108
Cc1ccc(NC(=O)N2CCCC2C(=O)NCc2ccc3c(c2)OCO3)cc1 (stereo not drawn)	100	0.2	117	109	2	101	95	101
Cc1n[nH]c(=O)nc1NCc1ccccc1Cl	103	0.1	110	99	6	106	100	107
O=C(NC(=S)Nc1ccc2oc(-c3cccnc3)nc2c1)c1cccc(Cl)c1	52[may fluoresce violet]	0.2	110	87[may fluoresce violet]	3	.	?	226*[may fluoresce violet]
O=[N+]([O-])c1ccc(OCCN2CCCCCC2)cc1	103	0.0	103	94	-3	100	107	104
N=c1n(CCN2CCCC2)c2ccccc2n1CC(O)c1ccc(Cl)c(Cl)c1 (stereo not drawn)	98	0.2	107	93	-1	96	97	93
CC(=O)NC1CCN(CC(=O)Nc2cccc([N+](=O)[O-])c2)CC1	99	0.0	101	89	0	87	83	91
CCOC(=O)N1CCN(c2c(NCc3cccs3)c(=O)c2=O)CC1	102	-0.3	100	91	34	102	97	93
C=CCn1c(SCC(C)=O)nc2scc(-c3ccco3)c2c1=O	109	0.2	88	100	3	95	90	105
CCC(Oc1ccccc1)C(=O)Nc1ccccc1N1CCCCC1 (stereo not drawn)	96	-0.2	99	83	-2	85	86	97
O=C(COC(=O)CCOc1ccccc1)NCCc1ccccc1	99	0.0	88	107	0	102	99	99
Cc1ccc(S(=O)(=O)Nc2ccccc2F)cc1C(=O)NNC(=O)c1csc(N2CCOCC2)n1	96	0.0	98	105	-2	103	96	92
CC(NC(=O)CCC(=O)c1ccccc1)c1ccc(F)cc1 (stereo not drawn)	101	-0.1	102	106	5	109	103	107
O=C(CSc1ncccn1)N/N=C/c1ccc2c(c1)OCO2	116	-0.2	105	79	38	98	101	112
COC(=O)[C@H](CCSC)NC(=O)NCc1ccccn1	88	0.8*	108	88	-1	88	84	93

Taken from above (13 entries):
SMILES	RPL19A-GFP yeast	Efflux pump inh	CR mimetic SO	LAP4-GFP MLPCN	AHR activator	AGP1-GFP MLPCN	CIT2 TOR yeast	MEP2-GFP yeast
O=C(CNC(=O)CNC(=O)c1ccc(Cl)cc1Cl)NCc1cccc(Cl)c1	101	-0.1	99	105	2	103	105	108
O=C(C1COc2ccccc2O1)N1CCN(Cc2ccc(Br)cc2F)CC1 (stereo not drawn)	94	0.2	76	100	-3	99	104	108
Cc1ccc(NC(=O)N2CCCC2C(=O)NCc2ccc3c(c2)OCO3)cc1 (stereo not drawn)	100	0.2	117	109	2	101	95	101
Cc1n[nH]c(=O)nc1NCc1ccccc1Cl	103	0.1	110	99	6	106	100	107
O=C(NC(=S)Nc1ccc2oc(-c3cccnc3)nc2c1)c1cccc(Cl)c1	52[may fluoresce violet]	0.2	110	87[may fluoresce violet]	3	.	?	226*[may fluoresce violet]
O=[N+]([O-])c1ccc(OCCN2CCCCCC2)cc1	103	0.0	103	94	-3	100	107	104
N=c1n(CCN2CCCC2)c2ccccc2n1CC(O)c1ccc(Cl)c(Cl)c1 (stereo not drawn)	98	0.2	107	93	-1	96	97	93
CC(=O)NC1CCN(CC(=O)Nc2cccc([N+](=O)[O-])c2)CC1	99	0.0	101	89	0	87	83	91
CCOC(=O)N1CCN(c2c(NCc3cccs3)c(=O)c2=O)CC1	102	-0.3	100	91	34	102	97	93
C=CCn1c(SCC(C)=O)nc2scc(-c3ccco3)c2c1=O	109	0.2	88	100	3	95	90	105
CCC(Oc1ccccc1)C(=O)Nc1ccccc1N1CCCCC1 (stereo not drawn)	96	-0.2	99	83	-2	85	86	97
O=C(COC(=O)CCOc1ccccc1)NCCc1ccccc1	99	0.0	88	107	0	102	99	99
Cc1ccc(S(=O)(=O)Nc2ccccc2F)cc1C(=O)NNC(=O)c1csc(N2CCOCC2)n1	96	0.0	98	105	-2	103	96	92

Going on with the list:
SMILES	RPL19A-GFP yeast	Efflux pump inh	CR mimetic SO	LAP4-GFP MLPCN	AHR activator	AGP1-GFP MLPCN	CIT2 TOR yeast	MEP2-GFP yeast
CCn1c(SCC(=O)Nc2ccc(Br)cn2)nnc1C1CC1	?	0.1	94	?	12	?	?	?
Cc1nc2ccccc2c(=O)n1NC(=O)/C=C/c1ccccc1Cl	103	0.0	94	110	0	99	97	112
Cc1ccc(C)c(NC(=S)Nc2cccnc2)c1	98	0.1	98	96	23	96	107	99
O=C(O)CCC(=O)N1CCc2cc(S(=O)(=O)N3CC=C(c4ccccc4)CC3)ccc21	97	0.1	126	84	1	102	106	97

A draw from above in order of heavy-atom count, ascending:
SMILES	RPL19A-GFP yeast	Efflux pump inh	CR mimetic SO	LAP4-GFP MLPCN	AHR activator	AGP1-GFP MLPCN	CIT2 TOR yeast	MEP2-GFP yeast
COC(=O)[C@H](CCSC)NC(=O)NCc1ccccn1	88	0.8*	108	88	-1	88	84	93
CCn1c(SCC(=O)Nc2ccc(Br)cn2)nnc1C1CC1	?	0.1	94	?	12	?	?	?
O=C(O)CCC(=O)N1CCc2cc(S(=O)(=O)N3CC=C(c4ccccc4)CC3)ccc21	97	0.1	126	84	1	102	106	97

No enrichment for hits. Share with any hit: about 3.9%.
